SRC2 inh – human SRC2 (NCOA2) inhibition; Q15596; HEK293 GAL4-SRC2 luciferase reporter, luminescence; inhibition, % at 9 µM; 370,000 compounds, 0.17% hits;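 active = inhibition above the mean inhibition of all tested compounds plus 3 SD, set per campaign, cut at about 52% in these data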;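 note: 0% = DMSO treated cells and 100% = cells given Gossypol at 36 µM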
C8 TRAIL sens – sensitizes caspase-8 expressing cells to TRAIL; 360,000 compounds, 1% hits; inhibition (viability loss, TRAIL sensitization), % at 10 µM; NB7+C8 cells + TRAIL, ATPlite viability luminescence; AID 624354;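 active = compounds causing at least 50% loss of cell viability in the single-dose screen, relative to plate controls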
TROY NFkB inh – TROY signaling inhibition. Q293 LMP1-TROYcd NF-kB luciferase reporter, 4 h. inhibition, % at 10 µM. 360,000 compounds, 0.98% hits;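 active = compounds whose plate-normalised and pattern-corrected inhibition of the luciferase reporter signal at the single screening dose is 50% or more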
TLR9-MyD88 block – TLR9-MyD88 interaction inhibition. Q9NR96+Q99836. CHO BLA complementation TLR9-MyD88, CCF4 FRET ratio. inhibition, % at 4.98 µM. 340,000 compounds, 0.21% hits;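 active = inhibition above the mean over all tested compounds plus 3 SD, cut at about 21% in these data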;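 note: 0% = DMSO only wells and 100% = clavulanate BLA inhibitor control wells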
LRH-1 inv ag – suppresses constitutive activity of human LRH-1; AID 602396; O00482; HEK293T StAR-luciferase reporter, LRH-1 transfected, 24 h; inhibition, % at 3.6 µM; 360,000 compounds, 0.13% hits;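 active = inhibition above the mean inhibition of all tested compounds plus 3 SD, cut at about 73% in these data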;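 note: 0% = DMSO wells and 100% = reporter-only cells lacking LRH-1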
LMP1 NFkB inh – inhibitors of Epstein-Barr LMP1-induced NF-kappaB reporter; LMP1-induced NF-kappaB luciferase reporter cells, luminescence; inhibition, % at 12.5 µM; 350,000 compounds, 0.69% hits; AID 504558; in the data active = inhibition above about 41%;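 note: 0% = neutral control wells and 100% = reference inhibitor control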
NOD2 RIPK2 PPI – blocks binding of human NOD2 to RIPK2; inhibition, % at 4.98 µM; 360,000 compounds, 0.38% hits; O43353; CHO BLA complementation NOD2-RIPK2, CCF4 ratio; AID 624267; in the data active = inhibition above about 21%;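 note: 0% = vehicle only and 100% = reference blocker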
NCOA3 inh – inhibitors of human steroid receptor coactivator 3 (SRC3). Q9Y6Q9. HEK293 GAL4-SRC3 luciferase reporter, luminescence. inhibition, % at 3.6 µM. 360,000 compounds, 0.17% hits;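 active = inhibition above a per-campaign cutoff, the mean of all compounds plus 3 SD, cut at about 60% in these data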;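 note: 0% = DMSO-treated cells and 100% = gossypol-treated cells at 36 µM; higher means less SRC3-driven luciferase light from the GAL4 reporter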
TWEAK-Fn14 inh – inhibitors of TWEAK-Fn14 interaction signaling; 360,000 compounds, 2% hits; AID 1159606; inhibition, % at 10 µM; TWEAK-stimulated Fn14 reporter cells, luciferase luminescence, 8 h; in the data active = inhibition above about 50%
COUP-TFII inh – inhibitors of human COUP-TFII (NR2F2) | HEK293T NGFI-A luciferase reporter, luminescence | AID 686940 | inhibition, % at 8.6 µM | P24468 | 370,000 compounds, 0.7% hits;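 active = inhibition above a per-plate cutoff, mean inhibition of test wells between control levels plus 3 SD, cut at about 38% in these data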;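 note: cells cotransfected with COUP-TFII expression vector driving the NGFI-A reporter; 0% = median of COUP-TF2 test wells and 100% = reporter-only cells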
SRC1 inh – inhibitors of human steroid receptor coactivator 1 (SRC1). HEK293 GAL4-SRC1 luciferase reporter, luminescence. 360,000 compounds, 0.12% hits. Q15788. AID 588354. inhibition, % at 3.6 µM;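 active = inhibition above the campaign mean plus 3 SD, with each screening campaign given its own cutoff, cut at about 60% in these data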;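 note: 0% = DMSO treated cells and 100% = gossypol at 36 µM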
The depositor's hits bear a star; . = not tested or not shown. Not all compounds are listed; rates above refer to the full screens.

SMILES	SRC2 inh	C8 TRAIL sens	TROY NFkB inh	TLR9-MyD88 block	LRH-1 inv ag	LMP1 NFkB inh	NOD2 RIPK2 PPI	NCOA3 inh	TWEAK-Fn14 inh	COUP-TFII inh	SRC1 inh
COC(=O)[C@]12CCCCC=C1N(CCc1ccc(OC)c(OC)c1)C(=O)[C@H](CC(=O)NCc1ccc(OC)c(OC)c1)C2	-5.1	-20.5	.	.	7.4	.	-12.6	.	.	5.5	.
COc1ccc(CNC(=O)O[C@H]2CN(C(=O)OC(C)C)N(C(=O)OC(C)C)[C@@H]3CN(S(=O)(=O)c4ccc(C)cc4)C[C@]23O)cc1OC	-10.0	1.4	2.1	-1.9	-4.2	-8.8	-2.0	17.5	7.3	3.3	9.4
CCc1cc(C(c2cccc(OC)c2)N2CCOCC2)c(NC(=O)c2ccccc2)s1 (centres undefined)	-14.1	-4.5	-37.6	4.4	-24.6	-6.4	5.5	-28.3	4.9	-6.9	-24.9
Cc1ccc(SCC(=O)OCC(=O)NCc2ccco2)cc1	-18.3	-18.4	-2.7	9.6	17.6	19.3	2.1	9.1	-0.1	6.4	-7.9
CC(=O)/C(C(=N)N1CCN(C(c2ccccc2)c2ccccc2)CC1)=C(\C)O	-8.1	-7.4	-15.4	-1.8	-18.9	1.9	-21.5	1.9	3.5	9.9	14.1
COc1ccc(/C=N/NC(=O)Nc2cccc3nsnc23)cc1	-17.7	2.6	-23.8	-13.2	7.2	-4.6	9.7	-3.1	-3.9	-24.9	-0.5
CC(C)CC(NC(=O)C1CCC(C)CC1)C(=O)N1CCN(c2ccccn2)CC1 (centres undefined)	5.6	11.3	-9.2	-4.5	-6.6	-6.4	-8.6	17.7	1.0	-1.1	-0.6
Cc1cc(C(=O)COC(=O)C2COc3ccccc3O2)c(C)n1CC1CCCO1 (centres undefined)	-17.5	-12.8	-14.3	4.9	-10.9	-8.5	-2.5	5.1	14.9	4.8	-4.3
CN(C)S(=O)(=O)c1ccc(NC(=O)CSc2n[nH]c(=O)n2C2CC2)cc1	-20.5	-9.2	4.8	3.0	5.9	-2.5	3.7	17.4	1.3	1.5	-24.9
CC1Cc2cc(/C=C3/SC(=S)N(C)C3=O)ccc2O1 (centres undefined)	8.3	31.8	7.8	.	9.2	.	-16.8	8.8	6.9	-8.7	10.3
O=C(CN(Cc1cccs1)C(=O)CNS(=O)(=O)c1ccccc1)NC1CCCC1	2.3	-6.5	-20.0	-8.6	2.2	-12.0	-4.8	12.2	-3.4	4.3	-13.7
CCCc1cc(=O)[nH]c(-n2[nH]c3c(c2=O)CCCC3)n1	13.4	1.4	-5.5	-2.8	14.0	10.6	-11.3	17.7	0.6	1.1	4.2
Cn1nccc1C(=O)N1CCN(c2ccccc2F)CC1	-20.1	-10.6	-11.9	-2.7	-1.6	-3.5	5.7	-5.8	-0.6	5.1	11.5
CC(C)c1cc(C(=O)N/N=C/c2ccoc2)c(O)c(C(C)C)c1	-29.8	13.9	21.0	-6.8	-9.8	4.3	-15.4	9.0	-14.6	-2.8	0.9
O=C(C1CCCN(S(=O)(=O)c2ccc(F)cc2)C1)N1CCOCC1 (centres undefined)	-90.4	1.7	-53.1	1.5	-63.0	-18.7	6.5	-82.0	-33.9	-29.1	-68.5
Cc1ccc(-c2cc(-c3ccccc3)no2)cc1	-75.7	55.2*	-25.9	3.6	-125.2	-44.1	-12.5	-100.5	59.6*	-50.4	-115.7
CCCN(CC(=O)Nc1cc(Cl)ccc1Cl)C(=O)c1ccc2n[nH]nc2c1	-11.3	-21.1	8.7	-1.4	4.1	1.0	4.9	-2.5	9.2	-19.3	8.5
CC(C)CC(NC(=O)c1ccccc1)C(=O)OCC(=O)Nc1ccc(Br)cn1 (centres undefined)	4.9	1.3	-3.6	-1.6	27.1	2.8	6.5	6.2	7.8	-17.3	-15.6
COc1ccc(Cn2cc(CN3CC(N4CCN(C5CCN(C)CC5)CC4)CS3(=O)=O)nn2)cc1 (centres undefined)	1.8	-3.6	4.9	.	-10.2	.	-2.8	.	0.8	-11.2	.
NC(=O)C1CCN(C2=C(NS(=O)(=O)c3ccc(Cl)cc3)C(=O)c3ccccc3C2=O)CC1	17.9	-7.8	-14.9	3.1	19.4	2.1	-3.1	13.4	-15.5	2.8	-2.3
CN1C=CC=C/C1=C1\SC(=S)N(Cc2ccccc2)C1=O	-37.0	-2.0	-1.6	-1.8	8.9	2.2	0.2	12.9	-0.4	4.2	12.1
O=C(N/N=C/c1ccc(C(F)(F)F)cc1)c1ccncc1	-3.9	-8.8	-6.4	-3.4	8.1	2.8	-10.1	-17.3	0.0	-38.5	-0.9
CC(=O)Nc1ccc(Nc2nc(C)c([N+](=O)[O-])c(N(C)c3ccccc3)n2)cc1	37.2	1.9	42.6	15.3	20.1	2.1	0.9	18.7	-0.7	18.4	9.3
Cc1ccc(NC(=S)N(CCN2CCOCC2)Cc2cc3cc4c(cc3[nH]c2=O)OCCO4)cc1	-20.0	-3.8	3.5	-6.8	6.1	-3.7	11.0	3.5	3.7	18.3	6.0
O=C(CCC(=O)c1ccc(F)cc1)Nc1cccc(Br)c1	-45.4	-12.8	-24.4	-13.6	5.9	-5.8	4.0	2.1	-21.4	8.1	7.4
COc1cc2sc3ccc(C#Cc4ccccn4)cc3c(=O)c2cc1OC	-14.7	18.4	39.9	5.7	-3.8	-13.1	3.7	2.8	-35.0	-10.5	-13.5
Cc1ccc(OCC(=O)Nc2ccc(CN3CCCCC3)cc2)c(C)c1	3.8	3.2	-2.5	5.1	3.9	3.6	-3.2	20.4	12.8	9.4	-2.0
Cc1cc(C)nc(NC(=O)CSc2nccc(C)n2)n1	6.2	-3.3	-16.2	-5.9	-3.6	-3.9	-17.1	15.7	-1.0	-4.9	7.0
Cc1cccc(NC(=O)CSc2nc3ccc(N4C(=O)c5ccccc5C4=O)cc3s2)c1C	-12.3	18.2	-25.0	-2.0	-6.4	-10.7	-6.9	7.3	-13.9	-3.7	-7.2
CSC1=NC(=O)/C(=C/c2ccc(SC)cc2)S1	-41.4	12.2	-35.6	4.0	-69.8	-25.5	-1.9	-42.0	-19.8	-35.5	-84.6
Cc1c(C(=O)N/N=C/c2ccncc2)no[n+]1[O-]	7.3	0.3	-16.0	1.0	5.2	-2.6	-2.1	8.6	-24.1	-0.4	-5.7
C=CCn1c(SCC(=O)NC2CCCC2)nc2scc(-c3ccco3)c2c1=O	-20.3	-21.4	-4.8	-2.3	-4.7	-2.5	-0.6	-32.4	-7.6	-0.6	-10.8
Nc1ncc(Br)cc1S(=O)(=O)N1CCCCCC1	-5.8	4.3	6.8	4.1	-1.5	5.9	0.0	14.0	7.8	21.6	6.5
Cc1ccc(S(=O)(=O)N2CCCCCC2)cc1C(=O)NCc1ccccn1	19.4	-11.9	4.7	-8.6	-3.7	-5.2	-1.2	23.9	24.2	2.2	-8.1
O=C(C1=C(Nc2ccccc2)c2ccccc2S(=O)(=O)N1)c1ccccc1	-11.3	11.5	55.3*	5.5	-6.8	-8.8	6.8	10.2	73.6*	-7.3	-7.1
CCOC(=O)c1c(/N=C/N(C)C)sc(C(=O)OC)c1C	-8.0	-3.1	-13.8	-0.8	-9.2	-6.4	-5.4	-12.5	8.1	-8.2	-34.9
Cc1nc(C(F)(F)F)ccc1C(=O)NCC(O)c1ccccc1 (centres undefined)	-59.9	6.3	-25.8	-0.9	-51.4	-2.1	-58.7	-44.6	-24.2	-19.6	-33.1
Cc1ccc(CNC(=O)C(=O)NCCC2CCCCN2S(=O)(=O)c2ccccc2)cc1 (centres undefined)	-9.5	-14.8	2.0	-12.8	5.8	7.4	0.7	-20.6	-16.7	-4.5	-7.9
Cc1cccc(NC(=O)c2ccc(S(=O)(=O)N(C)c3ccccc3)cc2)n1	-20.7	26.1	-8.3	-5.9	-10.3	3.8	-26.9	6.8	31.6	32.6	21.1
Cc1ccc(N2C(=O)c3n[nH]c(C)c3C2c2cccnc2)cc1 (centres undefined)	5.0	-7.8	4.0	5.7	-2.7	7.5	-9.5	10.3	6.1	3.8	-18.7
Cc1nsc(Nc2ccc([N+](=O)[O-])cc2)c1C#N	4.7	12.8	3.1	3.2	-26.8	4.9	5.6	22.5	13.7	13.2	8.9
CCN(C(=O)COC(=O)c1cc(-c2cccc3ccccc23)nc2ccccc12)C1CCS(=O)(=O)C1 (centres undefined)	20.2	-3.7	-18.6	13.9	-2.5	5.7	-3.7	4.2	-4.0	-18.4	-5.0
O=C(CCl)NNC(=O)c1c(O)c2ccccc2[nH]c1=O	17.8	19.8	-2.5	-2.8	38.8	-10.2	-8.6	7.4	13.9	12.5	-29.8
CC(=O)Nc1c(C(=O)O)ccc(C)c1OCc1ccccc1	1.3	-1.3	-11.0	-9.6	-2.8	7.7	1.8	-4.9	-5.6	-5.7	-3.1
CC(C)n1nnnc1SCC(=O)N1CCN(Cc2ccc3c(c2)OCCO3)CC1	-4.4	-14.9	4.7	2.8	2.4	8.2	1.3	1.2	1.2	20.1	5.5
O=C(NCc1ccc(F)cc1F)[C@@H]1CCCN1C(=O)[C@@H]1CCCN1C(=O)c1cccc2ccccc12	-2.2	7.2	-4.2	.	4.7	.	-7.6	.	13.9	-13.1	.
CCCOc1ccc(N2CC(C(=O)Nc3ccccc3F)CC2=O)cc1 (centres undefined)	13.0	-0.4	.	-5.8	-0.6	-5.8	-3.4	3.3	25.2	12.3	4.4
Cc1ccc(C(=O)Nc2ccccc2C(=O)N2CCCC2)cc1[N+](=O)[O-]	9.9	0.5	90.4*	-4.4	-7.5	-3.7	2.8	-4.5	100.1*	8.0	-17.3
Clc1ccc(-c2csc(N3CCc4ccccc4C3)n2)cc1	-7.3	-0.4	12.8	4.8	0.1	0.2	-11.7	-4.7	6.3	-13.2	10.9
Cc1sc(NC(=O)CCCCC(=O)Nc2sc(C)c(C)c2C(=O)O)c(C(=O)O)c1C	-1.3	-7.4	-2.4	-12.0	11.6	-0.4	3.2	16.5	-0.9	0.6	-2.7
Cc1nc2c3c4c(sc3n3c(SCC(=O)NCc5ccco5)nnc3n2n1)COC(C)(C)C4	-39.8	-1.0	10.4	-0.7	7.2	-10.0	-8.9	15.3	-9.7	7.2	-3.7
COC(=O)c1ccc2c(=O)n(CCCN3CCOCC3)c(=S)[nH]c2c1	-5.4	-11.6	-2.5	-7.9	-9.6	-14.8	-14.9	13.2	12.2	6.6	-26.6
COc1ccc(COC(=O)C2=C(C)NC(=O)NC2c2ccc(OC)c(OC)c2)cc1 (centres undefined)	-21.8	8.7	-1.3	7.7	10.8	-0.1	2.3	-5.8	-0.6	-15.5	-12.1

Screening data from PubChem BioAssay.
